# Assay outcomes (PubChem)
# NCOA3 inh = inhibits human SRC3 coactivator | inhibition, % at 3.6 µM | Q9Y6Q9 | actives 0.17% (n = 360,000) | HEK293 GAL4-SRC3 luciferase reporter, luminescence;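 active means inhibition above a per-campaign cutoff, the mean of all compounds plus 3 SD, cut at about 60% in these data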;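 further: 0% = DMSO-treated cells and 100% = gossypol-treated cells at 36 µM; higher means less SRC3-driven luciferase light from the GAL4 reporter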
# SRC1 inh = human NCOA1 inhibition; Q15788; HEK293 GAL4-SRC1 luciferase reporter, luminescence; inhibition, % at 3.6 µM; actives 0.12% (n = 360,000); AID 588354;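 active means inhibition above the campaign mean plus 3 SD, with each screening campaign given its own cutoff, cut at about 60% in these data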;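 further: 0% = DMSO treated cells and 100% = gossypol at 36 µM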
# LRH-1 inv ag = NR5A2 inverse agonism in reporter assay; O00482; HEK293T StAR-luciferase reporter, LRH-1 transfected, 24 h; inhibition, % at 3.6 µM; actives 0.13% (n = 360,000); AID 602396;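 active means inhibition above the mean inhibition of all tested compounds plus 3 SD, cut at about 73% in these data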;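 further: 0% = DMSO wells and 100% = reporter-only cells lacking LRH-1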
# Target sequence (O00482 whole entry, looked up): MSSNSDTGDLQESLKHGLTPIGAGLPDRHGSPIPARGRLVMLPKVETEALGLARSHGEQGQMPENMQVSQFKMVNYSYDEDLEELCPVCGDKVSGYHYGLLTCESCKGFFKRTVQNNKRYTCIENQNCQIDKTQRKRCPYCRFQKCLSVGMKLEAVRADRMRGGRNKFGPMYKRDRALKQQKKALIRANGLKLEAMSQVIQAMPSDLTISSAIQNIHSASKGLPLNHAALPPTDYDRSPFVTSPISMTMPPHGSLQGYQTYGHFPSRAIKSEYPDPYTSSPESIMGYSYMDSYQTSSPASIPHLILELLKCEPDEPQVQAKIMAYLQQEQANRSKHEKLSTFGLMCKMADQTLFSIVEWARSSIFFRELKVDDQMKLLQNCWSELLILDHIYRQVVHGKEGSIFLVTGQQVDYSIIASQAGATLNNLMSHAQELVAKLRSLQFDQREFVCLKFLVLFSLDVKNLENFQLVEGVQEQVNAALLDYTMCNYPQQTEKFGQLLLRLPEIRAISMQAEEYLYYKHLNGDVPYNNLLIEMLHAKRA
# EBV LMP1 NFkB = reduces LMP1-driven NF-kappaB luciferase signal. LMP1-induced NF-kappaB luciferase reporter cells, luminescence. inhibition, % at 12.5 µM. actives 0.69% (n = 350,000). AID 504558; in the data active means inhibition above about 41%;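 further: 0% = neutral control wells and 100% = reference inhibitor control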
# TRAIL sens C8 = sensitizes caspase-8 expressing cells to TRAIL | NB7+C8 cells + TRAIL, ATPlite viability luminescence | actives 1% (n = 360,000) | AID 624354 | inhibition (viability loss, TRAIL sensitization), % at 10 µM;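 active means compounds causing at least 50% loss of cell viability in the single-dose screen, relative to plate controls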
# NR2F2 inh = inhibitors of human COUP-TFII (NR2F2). actives 0.7% (n = 370,000). P24468. HEK293T NGFI-A luciferase reporter, luminescence. inhibition, % at 8.6 µM;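 active means inhibition above a per-plate cutoff, mean inhibition of test wells between control levels plus 3 SD, cut at about 38% in these data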;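 further: cells cotransfected with COUP-TFII expression vector driving the NGFI-A reporter; 0% = median of COUP-TF2 test wells and 100% = reporter-only cells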
# Target sequence (P24468 whole entry, looked up): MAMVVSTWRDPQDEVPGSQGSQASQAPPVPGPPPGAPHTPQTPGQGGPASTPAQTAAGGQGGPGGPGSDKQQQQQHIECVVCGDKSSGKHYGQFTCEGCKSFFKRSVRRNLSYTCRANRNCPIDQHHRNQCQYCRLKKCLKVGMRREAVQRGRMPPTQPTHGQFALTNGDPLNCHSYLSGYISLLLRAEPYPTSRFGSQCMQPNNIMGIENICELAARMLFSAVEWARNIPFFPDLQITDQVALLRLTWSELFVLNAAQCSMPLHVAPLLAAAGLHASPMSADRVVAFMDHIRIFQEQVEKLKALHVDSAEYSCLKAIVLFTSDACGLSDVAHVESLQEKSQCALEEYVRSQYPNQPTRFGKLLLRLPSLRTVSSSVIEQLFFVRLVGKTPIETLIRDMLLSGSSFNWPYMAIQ
# TWEAK Fn14 block = TWEAK-Fn14 signaling inhibition; TWEAK-stimulated Fn14 reporter cells, luciferase luminescence, 8 h; inhibition, % at 10 µM; actives 2% (n = 360,000); AID 1159606; in the data active means inhibition above about 50%
# KKLEB cytotox = reduces viability of KKLEB cystic fibrosis airway cells. actives 0.36% (n = 360,000). KKLEB CF airway cells viability, ATPlite luminescence, overnight; hits give low values; cells stimulated with P. aeruginosa culture filtrate. activity change (cytotoxicity), % at 5 µM;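 active means corrected activity change at or below -50% at 5 µM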
# SRC2 inh = human SRC2 (NCOA2) inhibition | Q15596 | actives 0.17% (n = 370,000) | HEK293 GAL4-SRC2 luciferase reporter, luminescence | AID 651957 | inhibition, % at 9 µM;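 active means inhibition above the mean inhibition of all tested compounds plus 3 SD, set per campaign, cut at about 52% in these data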;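 further: 0% = DMSO treated cells and 100% = cells given Gossypol at 36 µM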
# TROY NFkB inh = blocks TROY-dependent signaling in reporter cells. AID 1347056. actives 0.98% (n = 360,000). inhibition, % at 10 µM. Q293 LMP1-TROYcd NF-kB luciferase reporter, 4 h;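 active means compounds whose plate-normalised and pattern-corrected inhibition of the luciferase reporter signal at the single screening dose is 50% or more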
# CF NFkB inh = cystic fibrosis NF-kB activation inhibition | KKLEB NF-kB-GFP reporter, PAF-induced, GFP fluorescence overnight | inhibition, % at 5 µM | actives 0.86% (n = 360,000);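 active means at least 50% inhibition at 5 µM, scaled per plate between neutral and stimulator controls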;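 further: PAF is a Pseudomonas aeruginosa culture filtrate used as stimulus; plate controls were PAF-stimulated DMSO wells for no effect and unstimulated DMSO wells for full effect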
# An asterisk follows results filed as active; . = not tested or not shown.
1. Cc1ccc(C)c(NC(=O)CSc2nnc(C3CCCCC3)o2)c1
2. c1ccc2c(c1)CCCc1cc(NCCN3CCOCC3)nnc1-2
3. Clc1ccc(CSCCc2ccncc2)cc1
4. CC1Cc2nc(SCC(=O)Nc3ccc4c(c3)OCO4)n(-c3ccc(F)cc3)c(=O)c2S1 (configuration not stated)
5. COc1ccccc1CC1CC(=O)N(c2ccc([N+](=O)[O-])cc2)C1=O (configuration not stated)
6. C[C@H](O)[C@@H]1C(=O)N2CCc3c([nH]c4ccccc34)[C@@H]2C[C@@H]1N(C)Cc1ccc2c(c1)OCO2

Screen / compound no. | 1 | 2 | 3 | 4 | 5 | 6
NCOA3 inh | -9 | -9 | 19 | 15 | -3 | -8
SRC1 inh | 3 | 7 | 13 | 8 | 10 | -3
LRH-1 inv ag | 8 | -2 | 23 | -6 | -7 | -4
EBV LMP1 NFkB | -6 | -1 | -3 | 6 | -2 | -14
TRAIL sens C8 | 2 | 1 | 4 | 11 | -23 | -2
NR2F2 inh | 4 | 19 | 2 | -4 | 0 | -15
TWEAK Fn14 block | 7 | 5 | 0 | 7 | -19 | -15
KKLEB cytotox | 1 | -1 | 2 | 22 | 7 | -9
SRC2 inh | 9 | 14 | -18 | -8 | -5 | -31
TROY NFkB inh | -9 | -5 | -2 | -9 | -6 | -44
CF NFkB inh | -15 | -21 | 4 | -22 | -19 | 20

7. CCOc1ccccc1N1CCN(C(=O)Nc2ccc(F)c(Cl)c2)CC1
8. COc1ccc(C(=O)n2cc(C(=O)c3cc(C)ccc3O)cn2)cc1
9. O=C(c1ccc(Cl)c(S(=O)(=O)N2CCCC2)c1)N1CCCC(C(F)(F)F)C1 (configuration not stated)
10. Cc1cnc(C)c(Nc2nc(C(N)Cc3ccccc3)cs2)n1 (configuration not stated)
11. Cc1ccc(C(=O)Nc2sc3c(c2C(=O)O)CCCC3)o1
12. CN(CCN1CCOCC1)C(=O)C1CCC(=O)N(Cc2ccc(Cl)cc2)C1 (configuration not stated)

Screen / compound no. | 7 | 8 | 9 | 10 | 11 | 12
NCOA3 inh | 3 | -11 | -9 | -4 | 43 | 5
SRC1 inh | 0 | 5 | -17 | -10 | -4 | 8
LRH-1 inv ag | -1 | -2 | 11 | -27 | 64 | 5
EBV LMP1 NFkB | -10 | -4 | 2 | . | 18 | -2
TRAIL sens C8 | -8 | -8 | 15 | 5 | 31 | -18
NR2F2 inh | 3 | 9 | 15 | -7 | -14 | -7
TWEAK Fn14 block | 36 | -9 | 12 | -3 | 31 | 5
KKLEB cytotox | 15 | -2 | -10 | 4 | 0 | 5
SRC2 inh | 0 | 20 | 18 | 19 | -60 | -6
TROY NFkB inh | 28 | -12 | 6 | -9 | -34 | 6
CF NFkB inh | -4 | -5 | 0 | -25 | 3 | 4

13. Cc1cc(C)c(OCCCCCNCCO)c(C)c1
14. CC(C)(C)S(=O)(=O)c1cnc(-c2ccccn2)nc1N
15. CCN(C(=O)CSc1nncn1-c1ccccc1)c1c(N)n(Cc2ccccc2)c(=O)[nH]c1=O
16. O=C(CNC(=O)c1ccccc1F)N/N=C/c1cccnc1
17. COC(=O)/C=C(\Oc1ccccc1)C1(O)CCCCC1
18. COc1cc(C(=O)Nc2ccc(S(=O)(=O)NC(C)C)cc2)cc(OC)c1OC

Screen / compound no. | 13 | 14 | 15 | 16 | 17 | 18
NCOA3 inh | 9 | 2 | -6 | -10 | 9 | -1
SRC1 inh | 6 | -14 | 13 | -7 | -27 | -39
LRH-1 inv ag | -3 | -19 | -7 | -5 | -1 | 1
EBV LMP1 NFkB | 3 | -2 | -16 | -2 | 1 | 0
TRAIL sens C8 | -14 | -2 | 1 | -9 | 1 | -6
NR2F2 inh | 7 | -10 | -2 | -20 | -6 | -21
TWEAK Fn14 block | 22 | 1 | 1 | -14 | 2 | -7
KKLEB cytotox | 1 | 2 | 2 | 1 | -6 | 2
SRC2 inh | 7 | -18 | 3 | -31 | 5 | -15
TROY NFkB inh | -13 | 0 | 11 | -29 | 6 | 3
CF NFkB inh | 12 | -8 | 3 | -12 | 22 | -9

19. CCN(CC)CC(=O)Nn1c(C)nc2c(ncn2-c2ccccc2)c1=O
20. CC(O)(c1ccc(F)c(F)c1)c1nc(-c2cccc(C(=O)O)c2)cs1 (configuration not stated)
21. CCC(CC)C(=O)Nc1cccc(-c2nc3ccccc3o2)c1
22. COc1ccccc1CN1CCC(CNS(=O)(=O)c2cc(-c3cc(C)no3)ccc2OC)CC1
23. Cc1ccsc1C(=O)NCC(c1cccs1)N1CCOCC1 (configuration not stated)
24. COc1ccccc1Nc1c2c(nc3ccccc13)CCC2

Screen / compound no. | 19 | 20 | 21 | 22 | 23 | 24
NCOA3 inh | 11 | -48 | 13 | -2 | 9 | 20
SRC1 inh | 9 | -34 | 18 | 4 | 4 | 12
LRH-1 inv ag | 9 | -26 | 18 | 15 | 5 | 27
EBV LMP1 NFkB | 3 | . | 1 | 2 | 0 | -8
TRAIL sens C8 | -10 | 13 | -9 | 10 | 0 | 30
NR2F2 inh | -1 | -15 | 1 | -19 | -18 | 17
TWEAK Fn14 block | -1 | -38 | 1 | 4 | -2 | 6
KKLEB cytotox | 2 | -9 | 23 | 14 | 8 | -7
SRC2 inh | 5 | -56 | -18 | -15 | -21 | -5
TROY NFkB inh | 3 | -51 | -23 | -17 | 7 | 6
CF NFkB inh | 2 | -18 | -7 | -19 | -11 | 2

# An excerpt from above in order of length of the SMILES, rising.
24. COc1ccccc1Nc1c2c(nc3ccccc13)CCC2
21. CCC(CC)C(=O)Nc1cccc(-c2nc3ccccc3o2)c1
19. CCN(CC)CC(=O)Nn1c(C)nc2c(ncn2-c2ccccc2)c1=O

Screen / compound no. | 24 | 21 | 19
NCOA3 inh | 20 | 13 | 11
SRC1 inh | 12 | 18 | 9
LRH-1 inv ag | 27 | 18 | 9
EBV LMP1 NFkB | -8 | 1 | 3
TRAIL sens C8 | 30 | -9 | -10
NR2F2 inh | 17 | 1 | -1
TWEAK Fn14 block | 6 | 1 | -1
KKLEB cytotox | -7 | 23 | 2
SRC2 inh | -5 | -18 | 5
TROY NFkB inh | 6 | -23 | 3
CF NFkB inh | 2 | -7 | 2

# (more compounds)
25. O=C(O)c1cc(-c2ccc(Cl)c(Cl)c2)n(-c2ccccc2)n1
26. Cn1c(NNC(=O)c2ccc(C(C)(C)C)cc2)cc(=O)n(C)c1=O
27. Cc1noc(C)c1COc1cccc(C(=O)N(C)Cc2cccs2)c1
28. Cc1occc1C(=O)NNC(=O)c1ccccc1Br
29. COc1ccc(-c2cc(C(=O)NCC(c3ccco3)N(C)C)c3ccccc3n2)cc1OC (configuration not stated)
30. COc1cc(OC)c(NC(=O)C2CC(=O)N(c3ccc4c(c3)OCCO4)C2)cc1Cl (configuration not stated)

Screen / compound no. | 25 | 26 | 27 | 28 | 29 | 30
NCOA3 inh | 7 | -19 | 1 | -22 | 8 | 1
SRC1 inh | -1 | 7 | -9 | -12 | 1 | -2
LRH-1 inv ag | 18 | 7 | 10 | -13 | 8 | 15
EBV LMP1 NFkB | 2 | 1 | 0 | 0 | 1 | -2
TRAIL sens C8 | -10 | 12 | -4 | -7 | -3 | 14
NR2F2 inh | 19 | 10 | -11 | -2 | -13 | 18
TWEAK Fn14 block | 0 | -2 | -15 | 1 | -19 | -7
KKLEB cytotox | -7 | 5 | -9 | -5 | 12 | 27
SRC2 inh | -27 | 11 | 9 | -6 | 5 | -7
TROY NFkB inh | -3 | -24 | -1 | -32 | -8 | 8
CF NFkB inh | 6 | 15 | -6 | 5 | -5 | -10

# An excerpt from above in order of their number in EBV LMP1 NFkB, highest first.
item	smiles	NCOA3 inh	SRC1 inh	LRH-1 inv ag	EBV LMP1 NFkB	NR2F2 inh	TWEAK Fn14 block	SRC2 inh	CF NFkB inh
25	O=C(O)c1cc(-c2ccc(Cl)c(Cl)c2)n(-c2ccccc2)n1	7	-1	18	2	19	0	-27	6
29	COc1ccc(-c2cc(C(=O)NCC(c3ccco3)N(C)C)c3ccccc3n2)cc1OC (configuration not stated)	8	1	8	1	-13	-19	5	-5
27	Cc1noc(C)c1COc1cccc(C(=O)N(C)Cc2cccs2)c1	1	-9	10	0	-11	-15	9	-6
30	COc1cc(OC)c(NC(=O)C2CC(=O)N(c3ccc4c(c3)OCCO4)C2)cc1Cl (configuration not stated)	1	-2	15	-2	18	-7	-7	-10

# (listing goes on)
31. Cc1cccc(-n2nc3c(c2NC(=O)c2ccc(Br)o2)CSC3)c1
32. O=[N+]([O-])c1ccc2cn(-c3ccccc3)nc2c1
33. CN(C)S(=O)(=O)c1ccc(N2CCCC2)c(C(=O)NCC2COc3ccccc3O2)c1 (configuration not stated)
34. COc1ccc(-c2cc(C(F)(F)F)c(C#N)c(SCC(=O)Nc3nc(C)co3)n2)cc1
35. CC1COc2ccccc2N1S(=O)(=O)c1ccccc1 (configuration not stated)
36. CC(Sc1ccccc1)C(=O)Nc1cccc(N(C)S(C)(=O)=O)c1 (configuration not stated)

Screen / compound no. | 31 | 32 | 33 | 34 | 35 | 36
NCOA3 inh | -3 | -69 | 3 | -7 | 11 | -17
SRC1 inh | -12 | -111 | -5 | -4 | 8 | -18
LRH-1 inv ag | -2 | -175 | -35 | 26 | -13 | -26
EBV LMP1 NFkB | 2 | -38 | 12 | -1 | 5 | -2
TRAIL sens C8 | -7 | 5 | 2 | -1 | 29 | -2
NR2F2 inh | -6 | -36 | 9 | . | 4 | -3
TWEAK Fn14 block | 14 | -35 | -8 | -44 | 1 | -14
KKLEB cytotox | 23 | 4 | -9 | -7 | 0 | -2
SRC2 inh | 18 | -51 | -12 | . | -3 | 5
TROY NFkB inh | 2 | -68 | 9 | 10 | 11 | 8
CF NFkB inh | -13 | -10 | -11 | -18 | 10 | -4

37. COc1ccc(C2CC(c3ccccc3)=NN2C(=O)CSc2nnnn2-c2cccc(C)c2)cc1 (configuration not stated)
38. CCC(=C(c1ccc(OC)cc1)c1ccc(OC)cc1)c1cn(CC(O)CN2CCN(C)CC2)c2ccccc12 (configuration not stated)
39. COCC(=O)Nc1ccc(S(=O)(=O)N2CCCC2)cc1
40. O=S(=O)(c1ccc(NC(=S)N/N=C/c2c3ccccc3cc3ccccc23)cc1)N1CCOCC1
41. COC(=O)c1sccc1NC(=O)c1ccc2c(c1)OCO2

Screen / compound no. | 37 | 38 | 39 | 40 | 41
NCOA3 inh | -2 | 13 | 5 | 8 | -9
SRC1 inh | 2 | -7 | -4 | 6 | 5
LRH-1 inv ag | -19 | 4 | 2 | 2 | 25
EBV LMP1 NFkB | 2 | -2 | -8 | 2 | 4
TRAIL sens C8 | -8 | -2 | -14 | 2 | -3
NR2F2 inh | 5 | -27 | 11 | -21 | 13
TWEAK Fn14 block | -26 | 7 | 3 | -22 | -21
KKLEB cytotox | 10 | -25 | -10 | 1 | 8
SRC2 inh | 12 | 12 | 16 | -16 | 1
TROY NFkB inh | -18 | -4 | 12 | -29 | -27
CF NFkB inh | -1 | 21 | 0 | -34 | -38
